DNMT1 block: DNMT1 (human) enzyme inhibition; P26358; DNMT1 molecular beacon, Hinp1I cleavage, fluorescence; inhibition (reported as % activation of signal), % at 10 µM; 360,000 tested, 0.83% active; AID 588458; in the data active means inhibition above about 50%
Rpn11 block: Rpn11 (human) deubiquitinase inhibition; O00487; human 26S proteasome, Ub4-pepOG fluorescence polarization; 20S core pre-blocked with epoxomicin; calls only at 20 µM; 360,000 tested, 0.59% active;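 active means inhibition at 20 µM, scaled to each plate's controls, above about 33%, limit read from the data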
CSN deneddyl inh: CSN deneddylation inhibition; Q92905; AID 651999; Purified CSN, SCF-Nedd8-OG deneddylation, fluorescence polarization; inhibition, % at 12.5 µM; 360,000 tested, 0.38% active;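 active means pattern-corrected inhibition above about 35%, with an unprinted fluorescence ratio check between 0.5 and 1.5, limit read from the data, passing the limit was not always enough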;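 further: 0% = enzyme with substrate and 100% = substrate without enzyme; some results filed as inactive read as strong as hits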
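assay system = purified human Csn5 enzyme expressed in HEK293T cells | amount = 0.24 nM enzyme | buffer or medium = Tris/NaCl/DTT buffer, pH 7.5 | reagent = 10 nM SCFSkp2-Nedd8OG | compound = one concentration, 12.5 µM, 0.25% DMSO | times = 90 min reaction at room temperature | signal = FP | read-out basis = % inhibition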
LMPTP inh: blocks human LMPTP phosphatase; P24666; recombinant LMPTP-A, OMFP fluorogenic substrate, fluorescence intensity; inhibition, % at 20 µM; 360,000 tested, 0.22% active; AID 651560;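 active means compounds that cut the enzyme signal by at least half of the control window in the single-dose screen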;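 further: plate controls were DMSO wells with enzyme plus substrate for no effect and substrate without enzyme for full effect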
Target sequence (P24666 whole entry, looked up): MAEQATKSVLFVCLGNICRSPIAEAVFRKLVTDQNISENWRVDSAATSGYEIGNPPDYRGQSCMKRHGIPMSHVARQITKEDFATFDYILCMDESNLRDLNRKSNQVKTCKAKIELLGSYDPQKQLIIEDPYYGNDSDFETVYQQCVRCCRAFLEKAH
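Test system: LMPTP-A phosphatase enzyme; input: 0.625 nM LMPTP-A final; reagent: OMFP substrate, 400 µM final; compound dosing: 20 µM single dose, 3% DMSO; incubation: 50 min dark incubation at room temperature; measured by: endpoint fluorescence intensity from OMFP dephosphorylation; measure: % inhibition relative to no-enzyme and uninhibited control wells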
STEP inh: blocks human striatal-enriched tyrosine phosphatase | P54829 | 360,000 tested, 0.25% active | inhibition, % at 20 µM | AID 588621 | recombinant STEP, OMFP fluorogenic substrate, fluorescence;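 active means inhibition at 20 µM, scaled per plate between control wells, above about 37%, limit read from the data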;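 further: 0% = DMSO with enzyme and substrate and 100% = substrate only without enzyme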
Target sequence (P54829 whole entry, looked up): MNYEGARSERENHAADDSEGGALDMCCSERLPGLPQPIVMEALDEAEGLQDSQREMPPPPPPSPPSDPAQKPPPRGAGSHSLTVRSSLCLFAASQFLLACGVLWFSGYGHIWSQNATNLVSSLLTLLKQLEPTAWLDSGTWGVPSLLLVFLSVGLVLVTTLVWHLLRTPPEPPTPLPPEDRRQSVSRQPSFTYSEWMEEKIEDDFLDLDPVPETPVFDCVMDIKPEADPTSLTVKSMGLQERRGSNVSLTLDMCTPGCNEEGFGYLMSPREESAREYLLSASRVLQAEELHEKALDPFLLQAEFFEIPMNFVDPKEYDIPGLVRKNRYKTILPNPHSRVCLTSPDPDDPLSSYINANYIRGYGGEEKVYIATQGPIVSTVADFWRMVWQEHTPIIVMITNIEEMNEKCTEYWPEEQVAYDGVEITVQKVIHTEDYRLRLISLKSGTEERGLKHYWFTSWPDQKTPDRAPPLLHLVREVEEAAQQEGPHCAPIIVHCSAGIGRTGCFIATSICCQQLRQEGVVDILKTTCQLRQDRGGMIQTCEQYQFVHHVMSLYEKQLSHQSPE
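Assay system: isolated STEP enzyme. Buffer or medium: pH 6.0 Bis-Tris with DTT and Tween 20. Also added: fluorogenic phosphatase substrate OMFP at 25 µM final. Dosing: 20 µM, 1% DMSO. Timing: 20 min reaction, room temperature, in the dark. Measured by: fluorescence intensity, excitation 480 nm, emission 540 nm. Evaluation: normalized % inhibition.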
NadD block: NadD (S. aureus) enzyme inhibition. inhibition, % at 20 µM. purified NadD enzyme, colorimetric absorbance read-out. 360,000 tested, 0.78% active; in the data active means inhibition above about 26%; further: some compounds past the cut are filed as inactive
Tb MetRS inh: blocks T. brucei methionyl-tRNA synthetase activity; inhibition, % at 11.9 µM; purified T. brucei MetRS, ATP depletion, Kinase-Glo luminescence; 360,000 tested, 0.4% active;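 active means inhibition above a per-plate cutoff of the control wells' mean inhibition plus 3 SD, cut at about 5.5% in these data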;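 further: 0% = DMSO wells median and 100% = median of wells with control inhibitor compound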
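technique = Kinase-Glo luminescence, ATP depletion format | system = purified MetRS (methionyl-tRNA synthetase) enzyme from Trypanosoma brucei | timing = 15 min preincubation, 2 h reaction, all 25 °C | evaluation = percent inhibition versus plate control medians | dosing = single dose, 11.9 µM final nominal, 0.9% final DMSO | also added = substrates ATP, L-methionine and bulk Escherichia coli tRNA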
Scp1 inh: blocks human Scp-1 phosphatase activity; 340,000 tested, 0.88% active; Q9GZU7; inhibition, % at 20 µM; AID 493091; Recombinant Scp1, phosphopeptide, malachite green phosphate absorbance;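 active means inhibition above about 50% at 20 µM, limit read from the data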;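 further: plate controls were DMSO wells with enzyme for no effect and wells lacking enzyme for full effect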
Target sequence (Q9GZU7 76-261 limits assumed): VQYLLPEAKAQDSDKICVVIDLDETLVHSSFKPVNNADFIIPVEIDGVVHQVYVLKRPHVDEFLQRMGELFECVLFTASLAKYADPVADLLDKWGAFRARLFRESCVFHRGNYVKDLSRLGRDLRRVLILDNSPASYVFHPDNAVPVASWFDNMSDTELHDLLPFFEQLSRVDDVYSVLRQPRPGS
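Test system: SCP-1 catalytic domain; Buffer or medium: Acidic Tris acetate buffer with magnesium and detergent; Also added: Phosphorylated 17-residue peptide substrate; Compound: single 20 µM dose, 1% DMSO; Schedule: enzyme reaction 45 min at room temperature, colour 5 min, stabilisation 30 min; Signal: Phosphate-binding colour reagent, absorbance read at 630 nm.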
SUMO1-SIM PPI: alters human SUMO1 binding to SIM partners. SUMO1 binding to a labelled peptide, TR-FRET, 1 h. 360,000 tested, 0.33% active. AID 602429. P63165. inhibition, % at 20 µM; in the data active means inhibition above about 37%
Target sequence (P63165 whole entry, looked up): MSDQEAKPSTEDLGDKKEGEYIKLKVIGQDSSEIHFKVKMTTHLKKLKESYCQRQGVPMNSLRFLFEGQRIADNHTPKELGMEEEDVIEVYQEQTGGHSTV
MsrA inh: inhibitors of bovine MsrA; purified bovine MsrA, absorbance read-out; inhibition, % at 15.5 µM; 360,000 tested, 0.75% active; in the data active means inhibition above about 4.5%;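 further: 0% = vehicle wells with enzyme and 100% = reference inhibitor wells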
Starred values were filed as active, the others as inactive; i = inactive; . = not tested or not shown.

mol | DNMT1 block | Rpn11 block | CSN deneddyl inh | LMPTP inh | STEP inh | NadD block | Tb MetRS inh | Scp1 inh | SUMO1-SIM PPI | MsrA inh
COc1cc(/C=C/C(=O)OCC(=O)c2c(N)n(C)c(=O)n(C)c2=O)ccc1OCC#N | -1 | i | 12 | -0.1 | -2 | 3 | -0.5 | -12 | -16 | 1.4
FC(F)Oc1ccccc1/C=N/Nc1nc2ccccc2o1 | -1 | i | 2 | -0.6 | 0 | -2 | 0.6 | -9 | 1 | 2.9
Cc1cc(C)n(Cc2ccc(NC(=O)c3ccc(COc4ccccc4Br)cc3)cc2)n1 | -16 | i | -4 | 9.3 | 13 | 3 | -0.5 | 3 | 0 | 1.5
COc1ccc(NS(=O)(=O)c2cc(NC(=O)c3ccc(=O)[nH]n3)ccc2C)cc1 | -2 | i | -2 | -0.6 | 1 | 2 | 0.0 | -2 | -2 | 1.4
CCOc1ccc(NC(=O)CSc2nnc(C(C)C)n2CC)cc1 | -5 | i | 2 | 1.3 | 0 | 7 | 0.6 | -2 | 0 | 0.5
Cc1ccc(S(=O)(=O)N(C)CCCC(=O)N2CCOCC2)cc1 | 2 | i | 1 | -0.4 | -1 | 9 | 0.5 | -13 | -1 | -0.5
COc1ccccc1C1/C(=C(\O)c2ccc3c(c2)OCCO3)C(=O)C(=O)N1Cc1cccnc1 (centres undefined) | -2 | i | 4 | 2.4 | 3 | 6 | -0.5 | 0 | -4 | 3.7
Cc1ccc(NC(=O)CC2=NC(=O)C(CC(=O)Nc3ccccc3C)S2)cc1 (centres undefined) | 5 | i | -8 | 1.8 | 3 | 4 | 0.3 | 5 | 2 | 1.6
CCC(CC)C(C(=O)NCc1ccccc1)N(C)Cc1ccc(Cl)c(Cl)c1 (centres undefined) | . | . | -3 | 2.2 | . | . | 0.3 | . | 2 | -1.0
COC(=O)c1cc(=O)n2c(-c3ccccc3)csc2n1 | 0 | i | 1 | -1.4 | -3 | 2 | -0.1 | 0 | -2 | 1.0
CC1Cc2cc(S(=O)(=O)N3CCC(C(=O)N4CCCCC4)CC3)ccc2N1C(=O)C1CC1 (centres undefined) | -1 | i | 3 | -0.9 | -2 | 0 | -0.2 | 7 | 0 | -0.6
CCOc1ccc(C(=O)NCC2CCCN2S(=O)(=O)c2cccs2)cc1 (centres undefined) | 0 | i | 4 | -0.6 | -2 | -1 | 0.0 | -6 | -5 | -0.1
O=C(Nc1ccccn1)C1(c2cccs2)CCOCC1 | 4 | i | -3 | -1.3 | -2 | -1 | -1.6 | 3 | -3 | -1.0
CCC(C)(C(=O)NC1CCCCC1)N(Cc1cccs1)C(=O)Cc1cccs1 (centres undefined) | 0 | i | 1 | -0.9 | 2 | 3 | -0.1 | -7 | -1 | 1.6
COc1ccc(OC(=O)COc2cc(C)ccc2C)cc1 | 0 | i | -6 | 0.7 | 2 | -10 | -1.0 | -12 | 0 | 0.1
O=C(Cc1ccc(F)cc1)N/N=C/c1ccccn1 | 66* | i | -4 | -1.7 | 2 | -1 | -0.2 | -4 | 0 | -0.4
COc1ccc(C(=O)Nc2ccncc2)cc1S(=O)(=O)N1CCOCC1 | 2 | i | -2 | -0.1 | 2 | -2 | -0.7 | 0 | 3 | 0.2
CN(C)c1ccc(-c2noc(C3CCN(S(=O)(=O)c4ccc(C(=O)O)cc4)CC3)n2)cc1 | -1 | i | -1 | -1.3 | 2 | 8 | -0.4 | -4 | 6 | -0.1
CC(=O)c1ccc(NC(=O)CN2C(=O)NC(C)(C3CCCCC3)C2=O)cc1 (centres undefined) | -4 | i | 2 | -0.7 | -2 | 1 | -0.1 | -10 | 4 | 1.0
O=S(=O)(Nc1ccc(NS(=O)(=O)c2ccccc2)c(Cl)c1)c1ccccc1 | 0 | i | -6 | 0.4 | -2 | -7 | 0.2 | -8 | 5 | 0.1
C=CC(=O)Nc1ccc(N(C)c2ccnc(Nc3ccc(N4CCN(C)CC4)cc3)n2)cc1 | -28 | i | 14 | 21 | 6 | 13 | -0.2 | 0 | -17 | -0.4
CCS(=O)(=O)N1CCCC(C(=O)NC2CCCCC2C)C1 (centres undefined) | 2 | i | 1 | -2.8 | -6 | -3 | -0.8 | 28 | -2 | -0.1
Oc1cc(NCCc2cccnc2)cc2cccnc12 | 6 | i | -5 | 31 | 5 | 11 | -0.3 | -7 | -43 | 1.4
COc1ccc(OC)c(C(c2nnnn2CCc2ccccc2)N2CCC(C(N)=O)CC2)c1 (centres undefined) | 0 | i | 3 | 0.4 | 3 | -1 | 0.4 | -3 | 1 | 0.0
COC(=O)C1CCN(S(=O)(=O)c2c[nH]c(=O)[nH]c2=O)CC1 | 0 | i | -1 | -1.4 | 2 | -4 | -0.4 | . | -3 | 1.5
COCCNC(=O)C(c1ccc(F)cc1)N(C(=O)CCC(=O)Nc1nccs1)c1ccc(C)cc1 (centres undefined) | -2 | i | 3 | -1.4 | 0 | -1 | -1.2 | -1 | 3 | -0.1
Clc1ccc(Nc2nc(-c3cccnc3)cs2)cc1 | -5 | i | 0 | 0.5 | 1 | -4 | -0.6 | -3 | 1 | 1.1
Cc1ccc2ccccc2c1NC(=O)c1ccco1 | 1 | i | -2 | -1.7 | 1 | -7 | 0.6 | -8 | 0 | -1.0
CN1CCN(C(=O)c2ccc(Cc3cn(C)c4ccccc34)nc2)CC1 | -1 | i | 0 | -2.0 | -1 | 0 | 0.3 | . | -5 | -0.2
COc1ccccc1-c1csc(C(O)c2cccc(Cl)c2)n1 (centres undefined) | 8 | i | -2 | 2.6 | 0 | 2 | 0.0 | . | -3 | 0.6
O=C(NCC1CCCO1)C(C(=O)c1ccccc1)n1ccccc1=O (centres undefined) | 1 | i | -4 | -1.3 | 6 | -2 | -0.7 | -7 | -2 | 0.2
N#CCC(=O)N/N=C/c1cn(Cc2ccccc2C#N)c2ccccc12 | -6 | i | 0 | -2.3 | 0 | 11 | -0.3 | 7 | -3 | 3.4
C(=N\N1CCN(Cc2cccc3ccccc23)CC1)/c1ccco1 | -5 | i | 0 | 1.1 | 2 | 9 | -1.5 | 6 | -9 | 0.7
COc1ccc(-c2c(C)c3cc(O)ccc3oc2=O)cc1OC | 1 | i | 4 | 0.1 | 6 | -4 | -0.2 | 2 | -12 | 1.7
O=C(Nc1cccc(S(=O)(=O)N2CCCCC2)c1)c1ccc(OCC2CCCO2)cc1 (centres undefined) | 0 | i | -13 | 0.0 | 0 | 1 | -0.1 | -12 | -2 | -0.8
Cc1ccc(NC(=O)c2cc3c(CO)cnc(C)c3oc2=Nc2cccc(C(N)=O)c2)cc1 | -5 | i | -1 | -0.7 | 1 | -8 | -0.8 | -1 | 4 | 1.0
CC(C)Oc1ccc(C(=O)Nc2ccccc2N2CCOCC2)cc1 | 0 | i | 7 | 0.0 | -1 | 0 | -0.8 | 9 | -1 | 0.3
CN1CCC(C)(C(=O)Nc2cccc3c2CCCC3)C1 (centres undefined) | -4 | i | -9 | -0.1 | -1 | -6 | -0.2 | . | -1 | 0.5
C[C@H](CO)N1C[C@H](C)[C@@H](CN(C)Cc2ccccc2)Oc2c(NC(=O)c3ccncc3)cccc2C1=O | 3 | i | -4 | -3.9 | -4 | -1 | -1.6 | 36 | 3 | 0.0
Oc1ccc(N=Nc2nccs2)c(O)c1 | -5 | i | 1 | 12 | 6 | -3 | -0.8 | -18 | -73 | .
CC1CCCC(NC(=O)Cn2c(Cl)nc3c2c(=O)n(C)c(=O)n3C)C1C (centres undefined) | 4 | i | -1 | -0.6 | -3 | 0 | -0.3 | -7 | -3 | -0.6
COc1ccccc1CNC(=O)C1CCN(S(=O)(=O)N2CC(C)CC(C)C2)CC1 (centres undefined) | 2 | i | 0 | 0.0 | 0 | -1 | -0.4 | 1 | 2 | -0.4
CCCCNC(=O)c1cc2nc(-c3ccccc3)cc(C(F)(F)F)n2n1 | 4 | i | -1 | 0.2 | 0 | -3 | -0.1 | -7 | -4 | 0.8
O=C(Cn1c(=O)oc2cc(S(=O)(=O)N3CCCC3)ccc21)N1CCc2ccccc2C1 | -1 | i | 0 | -0.3 | -3 | -1 | 0.3 | -5 | 0 | -0.1

A draw from above in order of SMILES length, low to high:
mol | DNMT1 block | Rpn11 block | CSN deneddyl inh | LMPTP inh | STEP inh | NadD block | Tb MetRS inh | Scp1 inh | SUMO1-SIM PPI | MsrA inh
Oc1ccc(N=Nc2nccs2)c(O)c1 | -5 | i | 1 | 12 | 6 | -3 | -0.8 | -18 | -73 | .
CN1CCC(C)(C(=O)Nc2cccc3c2CCCC3)C1 (centres undefined) | -4 | i | -9 | -0.1 | -1 | -6 | -0.2 | . | -1 | 0.5
CC(C)Oc1ccc(C(=O)Nc2ccccc2N2CCOCC2)cc1 | 0 | i | 7 | 0.0 | -1 | 0 | -0.8 | 9 | -1 | 0.3

Structural class, those above containing a Cl atom (5)
mol | DNMT1 block | Rpn11 block | CSN deneddyl inh | LMPTP inh | STEP inh | NadD block | Tb MetRS inh | Scp1 inh | SUMO1-SIM PPI | MsrA inh
CCC(CC)C(C(=O)NCc1ccccc1)N(C)Cc1ccc(Cl)c(Cl)c1 (centres undefined) | . | . | -3 | 2.2 | . | . | 0.3 | . | 2 | -1.0
O=S(=O)(Nc1ccc(NS(=O)(=O)c2ccccc2)c(Cl)c1)c1ccccc1 | 0 | i | -6 | 0.4 | -2 | -7 | 0.2 | -8 | 5 | 0.1
Clc1ccc(Nc2nc(-c3cccnc3)cs2)cc1 | -5 | i | 0 | 0.5 | 1 | -4 | -0.6 | -3 | 1 | 1.1
COc1ccccc1-c1csc(C(O)c2cccc(Cl)c2)n1 (centres undefined) | 8 | i | -2 | 2.6 | 0 | 2 | 0.0 | . | -3 | 0.6
CC1CCCC(NC(=O)Cn2c(Cl)nc3c2c(=O)n(C)c(=O)n3C)C1C (centres undefined) | 4 | i | -1 | -0.6 | -3 | 0 | -0.3 | -7 | -3 | -0.6

Screens from PubChem.
